Bioassay records from PubChem.
Rac1 wt modul: wildtype Rac1 GTP binding modulators, primary screen, biochemical, GST-Rac1 beads, flow cytometry, multiplex; Ras-related C3 botulinum toxin substrate 1 (Homo sapiens), P63000; hit rate 0.27% among 190,000; fluorescent GTP binding; actives lie on both sides; 0 = cold GTP competed, 100 = untreated; GTP binding activity (% of control), % at 10 µM; AID 757, 2007;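 active means GTP binding activity at least 20 points away from the 100% control level, either lower or higher; inconclusive means compound flagged as likely green fluorescent, judged across all proteins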
Pf gametocyte: late stage P. falciparum gametocyte viability inhibitors, primary screen, ATP luminescence, HTS. inhibition, % at 10.9 µM. P. falciparum stage V gametocytes, 24 h. hit rate 0.065% among 150,000;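 active means inhibition above the mean plus 3 SD of compounds within the control limits, set per campaign, cut at about 38% in these data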;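 further: 0% = DMSO wells and 100% = medium only without gametocytes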
Cdc42 wt GTP: modulators of GTP binding to wildtype Cdc42, primary screen, biochemical, multiplex bead flow cytometry, Bodipy-GTP; Cell division control protein 42 homolog (Homo sapiens), P60953; GST-Cdc42 beads; actives lie on both sides; percent activity (GTP binding), % at 10 µM; hit rate 0.2% among 190,000;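 active means percent activity GTP binding at least 20 points away from the 100% baseline, either down as inhibitor or up as activator; inconclusive means compound flagged as likely green fluorescent from well-wide comparison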;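 further: median bead fluorescence of bound Bodipy-FL-GTP at 100 nM; 0% = excess unlabeled GTP control and 100% = no compound control; below 100% means less GTP binding so inhibitor and above means activator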
ABCB1 inh: ABCB1 efflux pump inhibitors, primary screen, cell-based, multiplex, flow cytometry, ABCG2 counter-screen | inhibition, % at 6.6 µM | hit rate 0.067% among 190,000 | CCRF-Adr cells, JC-1 efflux | ATP-dependent translocase ABCB1 (Homo sapiens), P08183 | AID 1326, 2008; in the data active means inhibition above about 40%;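 further: 0% = vehicle and 100% = reference inhibitor; higher value means more JC-1 retained so stronger ABCB1 efflux block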
Target sequence (P08183 whole entry, looked up): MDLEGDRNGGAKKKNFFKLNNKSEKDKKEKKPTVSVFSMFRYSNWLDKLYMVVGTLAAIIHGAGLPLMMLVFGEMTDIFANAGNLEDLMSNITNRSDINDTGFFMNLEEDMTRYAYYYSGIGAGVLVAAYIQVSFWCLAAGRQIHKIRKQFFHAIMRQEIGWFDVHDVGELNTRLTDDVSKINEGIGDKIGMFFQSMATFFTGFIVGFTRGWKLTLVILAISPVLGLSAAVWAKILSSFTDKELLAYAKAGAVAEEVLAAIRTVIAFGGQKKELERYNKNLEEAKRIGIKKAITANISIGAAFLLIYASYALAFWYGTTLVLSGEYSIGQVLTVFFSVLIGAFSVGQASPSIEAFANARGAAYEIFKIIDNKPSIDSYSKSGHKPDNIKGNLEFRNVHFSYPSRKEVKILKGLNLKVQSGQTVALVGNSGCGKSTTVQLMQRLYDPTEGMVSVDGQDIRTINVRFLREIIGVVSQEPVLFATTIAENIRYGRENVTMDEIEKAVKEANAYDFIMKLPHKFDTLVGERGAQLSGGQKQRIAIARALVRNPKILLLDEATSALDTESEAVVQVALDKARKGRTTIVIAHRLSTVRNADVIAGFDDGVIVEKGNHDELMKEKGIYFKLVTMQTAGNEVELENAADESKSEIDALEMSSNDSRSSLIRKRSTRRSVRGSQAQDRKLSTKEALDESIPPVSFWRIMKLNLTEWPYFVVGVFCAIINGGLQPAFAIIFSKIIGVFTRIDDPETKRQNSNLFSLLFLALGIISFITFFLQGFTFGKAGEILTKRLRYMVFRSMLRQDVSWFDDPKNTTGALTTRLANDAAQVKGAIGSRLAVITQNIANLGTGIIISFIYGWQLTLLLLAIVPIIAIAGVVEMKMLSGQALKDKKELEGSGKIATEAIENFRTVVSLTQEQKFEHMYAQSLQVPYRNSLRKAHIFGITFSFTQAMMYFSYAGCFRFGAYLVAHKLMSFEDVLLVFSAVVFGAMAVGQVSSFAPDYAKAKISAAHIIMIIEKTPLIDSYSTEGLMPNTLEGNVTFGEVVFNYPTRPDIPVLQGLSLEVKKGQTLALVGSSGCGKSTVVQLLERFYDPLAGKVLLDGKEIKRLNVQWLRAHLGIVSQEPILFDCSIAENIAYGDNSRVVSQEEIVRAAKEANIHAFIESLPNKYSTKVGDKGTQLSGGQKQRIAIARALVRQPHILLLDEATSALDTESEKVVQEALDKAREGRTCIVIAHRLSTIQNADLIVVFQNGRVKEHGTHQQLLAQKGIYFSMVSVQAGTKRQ
ABCG2 inh: ABCG2 efflux pump inhibitors, primary screen, multiplex with ABCB1, IgMXP3 cells, flow cytometry; AID 1325, 2008; hit rate 0.1% among 190,000; inhibition, % at 6.6 µM; Broad substrate specificity ATP-binding cassette transporter ABCG2 (Homo sapiens), Q9UNQ0; JC-1 efflux;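 active means inhibition above 80%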;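 further: 0% = DMSO and 100% = nicardipine control wells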
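Test system: ABCG2 IgMXP3 and barcoded ABCB1 CCRF-Adr cell mix; Schedule: cells with compound and JC-1, 10 min at 25 °C, rotating, no wash; Technique: flow cytometry of retained JC-1 fluorescence; Measure: % inhibition of efflux relative to nicardipine and DMSO; Controls: nicardipine high and DMSO low controls.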
Avidin bead fluor: green autofluorescence of compounds with avidin beads – biophysical, 488/530 nm, flow cytometry, artefact control, profiling panel; hit rate 0.38% among 220,000; AID 1775, 2009; fluorescence (KMESF) at 10 µM; compound fluorescence 488/530 nm; active compounds read high; in the data active means fluorescence above about 47; further: inactives centre near 10
Rac1 mut GTP: GTP binding modulators of activated mutant Rac1, primary screen, biochemical, bead-based flow cytometry, multiplex, fluorescent GTP; Ras-related C3 botulinum toxin substrate 1 (Homo sapiens), P63000; GST-Rac1 activated beads; actives lie on both sides; 100% means binding = to untreated wells; percent activity (GTP binding), % at 10 µM; hit rate 0.11% among 190,000; AID 764, 2007;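 active means GTP binding at least 20 percentage points away from the 100% baseline, in either direction, so actives lie on both sides; inconclusive means Compound likely fluorescent itself, or too few beads counted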
HRas wt GTP bind: modulators of GTP binding to HRas wildtype, primary screen, biochemical, bead-based flow cytometry, multiplex. GTPase HRas (Homo sapiens), P01112. GST-Ras wt beads, Bodipy-FL-GTP binding; actives lie on both sides. GTP binding activity, % at 10 µM. hit rate 0.14% among 190,000. AID 759, 2007;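 active means GTP binding activity at least 20% away from the 100% baseline, either lowered as inhibitor or raised as activator; inconclusive means flagged as likely green fluorescent, judged across all proteins in the well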;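 further: 0% = unlabeled GTP competition control and 100% = no-compound control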
Rab2A wt mod: modulators of GTP binding to Rab2A wildtype, primary screen, biochemical, dog, bead-based flow cytometry, multiplex. GST-Rab2 wt beads, Bodipy-GTP binding. GTP binding activity, % at 10 µM. hit rate 0.19% among 190,000. AID 760, 2007;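 active means GTP binding activity at least 20 points away from 100%, either lowered or raised; inconclusive means signal likely due to the compound's own green fluorescence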;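 further: 0% = beads with excess unlabeled GTP and 100% = no-compound control corrected for plate trend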
Mcl1 Noxa PPI: Mcl-1/Noxa binding inhibitors, primary screen, biochemical, TR-FRET, 1536-well; Induced myeloid leukemia cell differentiation protein Mcl-1 (Homo sapiens), Q07820; TR-FRET Mcl-1/Noxa peptide binding, 2 h; inhibition, % at 21.7 µM; hit rate 1.5% among 220,000; AID 1022, 2008;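 active means compounds that cut the protein-peptide binding signal by more than 50% relative to plate controls in a single-dose test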;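 further: His-tagged Mcl-1 with rhodamine Noxa BH3 peptide and terbium anti-His antibody; 0% = Mcl-1 plus Noxa peptide wells and 100% = peptide-only wells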
Rab7 wt modul: modulators of GTP binding to Rab7, primary screen, biochemical, wildtype, multiplex bead flow cytometry; hit rate 0.055% among 190,000; Rab7 GTPase wild type (dog), Bodipy-FL-GTP binding; GST-Rab7 beads, fluorescent GTP binding; actives lie on both sides; untreated = 100%, excess cold GTP = 0%; AID 758, 2007; GTP binding activity (percent of control), % at 10 µM;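 active means fluorescent GTP binding to Rab7 beads changed by at least 20 points from the 100% baseline, either direction, mostly lower; inconclusive means compound itself probably fluorescent, or too few beads counted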;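 further: median green fluorescence of bound Bodipy-FL-GTP per Rab7 bead population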
An asterisk follows results filed as active; ? = inconclusive; . = no result given.

SMILES	Rac1 wt modul	Pf gametocyte	Cdc42 wt GTP	ABCB1 inh	ABCG2 inh	Avidin bead fluor	Rac1 mut GTP	HRas wt GTP bind	Rab2A wt mod	Mcl1 Noxa PPI	Rab7 wt modul
CCOc1ccc(-n2c(N)c(-c3nc4ccccc4n3C)c3nc4ccccc4nc32)cc1	99	-9	97	0.5	-8	5	97	97	97	-4	98
Cc1ccc(Nc2nnc(SCc3cc(=O)n4cc(C)ccc4n3)s2)cc1	99	11	100	-0.5	-2	6	99	98	97	25	93
CC(C)C(=O)Nc1nnc(SCC(=O)NC2CC2)s1	101	.	103	0.2	1	7	99	103	101	19	100
CN(C)CCNC(=O)CNC(=S)N(CCCN1CCOCC1)Cc1cccs1	100	-11	101	0.6	2	25	97	98	99	11	99
CC(=O)N1CCC(N(CCN2CCOCC2)C(=S)Nc2ccc(C)c(C)c2)CC1	102	14	99	0.4	0	10	100	97	96	14	96
CC1=C(C)CC(C(=O)c2ccc(C)cc2)C(C(=O)O)C1 (centres undefined)	98	16	97	0.0	0	12	96	97	94	10	94
CC1=C(C(=O)Nc2ccccn2)C(c2ccc(N(C)C)cc2)n2ncnc2N1 (centres undefined)	103	-16	101	-0.1	0	24	99	100	101	4	99
Cc1ccc(C(=O)c2c(NC(=O)c3ccccc3C)sc(C)c2C)cc1	103	-24	101	0.6	3	14	100	105	105	2	105
COc1ccc(C(C(=O)NCC2CCCO2)N(C(=O)CNC(=O)c2cccs2)c2ccc(C(C)=O)cc2)cc1OC (centres undefined)	101	21	97	0.2	3	11	96	101	104	9	108
Cc1ccnc(NS(=O)(=O)c2ccc(NC(=O)C3C4C=CC(C4)C3C(=O)O)cc2)n1 (centres undefined)	97	-1	93	0.6	7	11	94	99	99	-11	103
c1ccc(-c2csc3ncnc(NCCCN4CCOCC4)c23)cc1	98	.	94	1.6	11	19	97	97	97	5	105
CCC(C)C1=CC(=Nc2c(C)n(C)n(-c3ccccc3)c2=O)C=C(C(C)CC)C1=O (centres undefined)	98	5	97	0.9	2	14	95	96	95	21	98
Cc1cc(C)nc(SCC(=O)N/N=C\c2sccc2C)n1	100	5	101	0.5	5	21	98	99	98	1	99
Cc1cc(C)cc(Oc2ccc(-c3nnc(-c4ccccc4)o3)cc2[N+](=O)[O-])c1	105	-1	102	0.8	14	13	102	101	97	0	100
CCCCN(C)S(=O)(=O)c1cc(Br)cc2c1N(C(=O)C1CC1)CC2	100	.	101	2.5	14	9	98	100	100	8	101
CC(/C=C/c1ccccc1)=N\NC(=O)c1ccncc1	92	-3	96	2.0	9	10	93	94	92	.	92
Fc1cccc(-n2ncc(-c3nnnn3-c3ccccc3)c2C(F)(F)F)c1	101	.	95	1.0	2	4	99	96	94	10	93
NC(=S)Nc1cccc2cn[nH]c12	97	5	97	1.4	3	11	93	97	99	-1	102
O=C(CNC(=O)c1ccc(S(=O)(=O)N2CCCC2)cc1)N/N=C/c1ccc(Cl)cc1Cl	101	9	100	0.7	2	4	99	96	95	7	102
COCCCNC(=S)NC1CCCCC1	105	1	103	-0.1	0	16	104	103	102	9	99
CC(=O)c1cccc(CN2CCN(CCc3ccccc3)C(CCO)C2)c1 (centres undefined)	99	-4	98	0.8	1	5	97	96	99	8	95
O=C1CNC(=O)N1CC(=O)N1CCCc2ccccc21	105	.	107	0.4	2	25	101	102	99	19	98
CN(C)CCSc1nc(-c2ccccc2)nc2c1COC(C)(C)C2	107	.	103	0.0	1	6	101	103	102	4	104
CSc1nc2ccccc2c(=O)n1N	98	.	101	0.5	3	8	97	100	99	0	95
NC1=NN=C(N2N=C(c3ccco3)CC2(O)C(F)(F)F)n2ncnc2C1 (centres undefined)	94	8	93	0.2	1	10	93	93	95	-23	102
Cc1onc(C(=O)N2CCC(C(N)=O)CC2)c1-c1ccccc1Cl	103	.	97	0.5	2	9	100	100	100	5	100
O=C(CNCCN1CCOCC1)Nc1ccccc1Sc1ccccc1	105	.	100	0.0	-2	13	102	103	103	34	104
OC1CCCN(Cc2ccccc2)C1 (centres undefined)	103	19	100	0.1	0	.	97	98	99	5	98
CC1CCCCC1NC(=O)C1CCN(C(=O)NC2CCCCC2)CC1 (centres undefined)	104	.	98	6.5	1	5	99	97	102	-10	102
Cc1[nH]c(=O)[nH]c(=O)c1CSCC(=O)OCC(=O)c1ccc(Br)cc1	95	-3	95	0.2	1	5	94	97	96	-4	96

2 successive compounds from above, for reference:
SMILES	Rac1 wt modul	Pf gametocyte	Cdc42 wt GTP	ABCB1 inh	ABCG2 inh	Avidin bead fluor	Rac1 mut GTP	HRas wt GTP bind	Rab2A wt mod	Mcl1 Noxa PPI	Rab7 wt modul
CC1CCCCC1NC(=O)C1CCN(C(=O)NC2CCCCC2)CC1 (centres undefined)	104	.	98	6.5	1	5	99	97	102	-10	102
Cc1[nH]c(=O)[nH]c(=O)c1CSCC(=O)OCC(=O)c1ccc(Br)cc1	95	-3	95	0.2	1	5	94	97	96	-4	96

5 entries already listed, sorted by molecular weight, high to low.
SMILES	Rac1 wt modul	Pf gametocyte	Cdc42 wt GTP	ABCB1 inh	ABCG2 inh	Avidin bead fluor	Rac1 mut GTP	HRas wt GTP bind	Rab2A wt mod	Mcl1 Noxa PPI	Rab7 wt modul
CN(C)CCNC(=O)CNC(=S)N(CCCN1CCOCC1)Cc1cccs1	100	-11	101	0.6	2	25	97	98	99	11	99
Cc1cc(C)cc(Oc2ccc(-c3nnc(-c4ccccc4)o3)cc2[N+](=O)[O-])c1	105	-1	102	0.8	14	13	102	101	97	0	100
NC1=NN=C(N2N=C(c3ccco3)CC2(O)C(F)(F)F)n2ncnc2C1 (centres undefined)	94	8	93	0.2	1	10	93	93	95	-23	102
CSc1nc2ccccc2c(=O)n1N	98	.	101	0.5	3	8	97	100	99	0	95
NC(=S)Nc1cccc2cn[nH]c12	97	5	97	1.4	3	11	93	97	99	-1	102

Continuation:
SMILES	Rac1 wt modul	Pf gametocyte	Cdc42 wt GTP	ABCB1 inh	ABCG2 inh	Avidin bead fluor	Rac1 mut GTP	HRas wt GTP bind	Rab2A wt mod	Mcl1 Noxa PPI	Rab7 wt modul
COc1ccccc1-c1nnc(SCC(=O)O)n1-c1ccccc1	101	-21	96	0.0	0	22	97	97	98	16	99
CCOC(=O)CSc1nc2c(c(-c3ccc(C)o3)c1C#N)CCCC2	92	.	93	1.7	12	7	92	94	94	17	93
Cc1ccc(C(=O)N[C@H](C(=O)OCc2cc(=O)oc3cc(C)ccc23)C(C)C)cc1	104	.	103	-0.5	-5	10	99	100	100	13	99
CCOCC(=O)Nc1cc(C)on1	101	.	99	1.6	3	5	97	103	104	7	105
Cc1cc(C)c(S(=O)(=O)c2ccccc2)c(OC(=O)c2c(F)cccc2Cl)n1	99	.	97	0.6	1	7	98	98	96	6	98
CC(=O)Nc1c(Cl)cc([N+](=O)[O-])c2ccccc12	105	6	98	0.5	2	2	102	103	101	-7	96
CN(C)c1ccnc(Nc2ccc(O)cc2)c1C#N	93	-2	93	1.3	3	18	95	95	95	-1	97
CN(C)c1ccc(-c2nn3c(-c4ccc(Cl)cc4Cl)nnc3s2)cc1	?	.	?	0.8	9	10	?	?	?	87*	?
Cc1cc(C(=O)NNC(=S)NCC(C)C)no1	98	-21	100	0.9	6	7	95	98	95	-6	97
O=C(CCCOc1ccccc1)NC1CCCc2ccccc21 (centres undefined)	101	29	99	0.2	0	2	98	98	97	8	96
O=C(/C=C/c1ccco1)N1CCC(Cc2ccccc2)CC1	97	-5	99	-0.7	-3	8	95	98	97	15	96
CCSc1nc2ccccc2c(=O)n1Cc1ccc(F)cc1	103	4	98	0.8	18	10	99	98	99	11	96
Cc1cccc(N2C(=O)CC(SC(=Nc3ccccc3)Nc3ccccc3)C2=O)c1 (centres undefined)	96	.	98	0.6	1	6	95	98	96	14	96
Cc1ccc(C(=O)NCCCn2ccnc2)o1	105	.	105	0.6	2	8	99	103	101	42	103
CS(=O)(=O)Nc1cccc(-c2cn3ccccc3n2)c1	104	13	102	0.6	2	10	96	100	100	20	93
CCN(CCO)c1ccc(NC(=S)Nc2cccc(S(=O)(=O)N(C)C)c2)cc1	100	-27	97	0.7	2	10	96	96	96	16	104
NC(=O)/C(=C/c1ccco1)NC(=O)/C=C/c1ccccc1	95	.	98	0.7	2	32	96	97	96	9	98
O=C(C1CCN(S(=O)(=O)c2cnc[nH]2)CC1)N1CCc2ccccc2C1	100	.	98	2.7	9	28	95	98	95	3	98
COc1cc(NCCC(=O)c2cccs2)c(OC)cc1Cl	97	2	92	1.5	17	13	96	95	98	86*	105
CCOc1ccc(-c2noc(-c3cccnc3)n2)cc1OC	105	.	103	-0.8	1	7	101	106	104	-8	104
CCn1c(N)c(C(=O)NCc2ccco2)sc1=S	100	.	99	-0.3	12	6	97	99	100	.	99
Cc1cccc(N2CCCn3c2nc2c3c(=O)n(CCN3CCOCC3)c(=O)n2C)c1	103	.	101	1.9	7	8	98	100	99	-6	97
CCC(=O)c1ccc(OCCN2CCOCC2)cc1	105	17	103	0.2	-5	21	102	98	103	11	98
COc1ccc(NC(=O)O/N=C/c2ccncc2)cc1	100	33	93	0.0	5	5	96	95	97	8	96
O=[N+]([O-])c1cc2c(c(CSc3nnc(Nc4ccccc4)s3)c1)OCOC2	106	.	102	0.2	2	8	97	103	100	2	103
